HT1080 IDH1KD tx = toxicity to HT-1080 IDH1 knockdown cells (counter line); HT-1080 IDH1 knockdown viability, ATP luminescence, 48 h; Potency, µM (top dose mostly 46.1 µM), for the others: top-dose activity, negative = toxicity, most hits filed as cytotoxic; 2% of 360,000 active;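 also: potency is read from the fitted curve at half-maximal effect; 0% = DMSO wells and -100% = cell-free medium wells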
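In this qHTS, HT-1080 cells depleted of IDH1 are exposed for 48 h at 37 °C to compound titrations. Toxicity is scored from CellTiter-Glo luminescence, with DMSO as full viability and medium alone as none.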
HT1080NT lethal = kills 2HG-producing HT-1080-NT fibrosarcoma cells | HT-1080-NT fibrosarcoma viability, CellTiter-Glo ATP luminescence, 48 h | Potency, µM (highest dose often 46.1 µM), for inactives: top-dose activity, negative = less viability, hits mostly cytotoxic | 1.6% of 360,000 active;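 also: NT is the 2HG producing partner of a matched IDH1 knockdown line; potency is read from the fitted curve at half-maximal effect; 0% = DMSO-treated cells and -100% = media-only wells without cells; nearly all actives have a fitted effect of over 55% in size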
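Viability by CellTiter-Glo luminescence after 48 h compound exposure at 37C of HT-1080-NT cells (750/well, RPMI, 5% FBS). % activity scaled between DMSO wells and medium-only wells, then curve-fitted and categorized by curve class.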
IL-1B inflam inh = blocks inflammasome-driven IL-1 beta release; 4.7% of 360,000 active; AID 743279; activity change, % at 57.5 µM; THP-1 LPS/ATP IL-1B secretion, AlphaLISA, 16 h; active compounds read low; in the data active = activity change below about -50%; inconclusive = mostly about -30% to -49%; also: % is scaled to controls: 0 for no effect and ±100 for the full control effect
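Secreted IL-1B measured by AlphaLISA bead assay after 16 h compound exposure of THP-1 cells; compounds (final up to 57.5 uM) added 1 h before LPS (250 ng/mL) and ATP (1.25 mM) stimulation; lower signal means less secretion.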
SW480 rereplic = inducers of DNA re-replication in SW480 colon cancer cells; SW480 DNA re-replication, Hoechst DNA content imaging, 48 h; Potency, µM (series often up to 46.1 µM), without a hit: at the highest dose re-replication activation, usual class: activators; 1.8% of 340,000 active; AID 624297; also: potency is read from the fitted curve at half-maximal effect; % of control where 0% means no effect; nearly all actives have a fitted effect of over 55% in size
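Readout is total intensity of Hoechst-stained nuclei, excited at 405 nm and collected at 500-530 nm. Compound treatment lasted 48 hr at 37 C in 5% CO2 before staining.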
ATXN viability = reduces viability in counter-screen for ATXN expression inhibitors. S2 cells (HEK-293 line with an ATXN2-luciferase reporter) viability, CellTiter-Fluor protease fluorescence, 24 h. Potency, µM (doses to about 56.7 µM), actives largely listed as cytotoxic. 0.49% of 400,000 active. AID 651635; also: potency is read from the fitted curve at half-maximal effect; nearly all actives have a fitted effect of over 40% in size
KB-V1 cytotox = kills drug-selected multidrug resistant KB-V1 cells; KB-V1 MDR cells viability, CellTiter-Glo, 72 h; Potency, µM (titrated, usually from 46.1 µM), for inactives: at the top dose activity change, negative = cytotoxicity, usual class: cytotoxic; 3.4% of 400,000 active; also: potency is read from the fitted curve at half-maximal effect; % is scaled to controls: 0 for no effect and ±100 for the full control effect; nearly all actives have a fitted effect of over 60% in size
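KB-V1 cells (P-gp-expressing MDR subline of KB-3-1) in phenol-red-free DMEM with 10% FBS were exposed to library compounds over a concentration series for 72 h at 37 degrees C. Viability read by CellTiter-Glo luminescence; concentration-effect curves fitted after normalization.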
MCF10A rerep = DNA re-replication induction in MCF 10a cells; MCF 10A DNA re-replication, Hoechst nuclear intensity, 48 h; Potency, µM (top dose mostly 46.1 µM), inactives show top-dose activity, positive = re-replication, usual class: activators; 2.9% of 350,000 active; also: potency is read from the fitted curve at half-maximal effect; % of control where 0% means no effect; nearly all actives have a fitted effect of over 50% in size
KB-3-1 tox = kills parental KB-3-1 adenocarcinoma cells | KB-3-1 viability, CellTiter-Glo ATP luminescence, 72 h | Potency, µM (top dose mostly 46.1 µM), inactives show top-dose activity change, negative = cytotoxic, most hits filed as cytotoxic | 1.4% of 400,000 active | AID 1347075; also: potency is read from the fitted curve at half-maximal effect; % is scaled to controls: 0 for no effect and ±100 for the full control effect; nearly all actives have a fitted effect of over 60% in size
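KB-3-1 cells, DMEM (no phenol red) + 10% FBS; compound by pin transfer, 72 h, 37 °C. Readout: CellTiter-Glo luminescence after 10 min. Data normalized, curve-fitted.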
ATXN2 expr inh = reduces ATXN2 reporter expression in HEK-293 cells. HEK-293 ATXN2-luciferase reporter, luminescence, 24 h. Potency, µM (series often up to 57 µM), for inactives: at the top dose activity change, negative = inhibition, hits mostly inhibitors. 0.72% of 360,000 active; also: potency is read from the fitted curve at half-maximal effect; % is scaled to controls: 0 for no effect and ±100 for the full control effect; nearly all actives have a fitted effect of over 55% in size
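ATXN2-luciferase reporter cells (luciferase flanked by upstream and downstream ATXN2 gene portions) were treated 24 h at 37 °C with compounds at up to 57 uM. SteadyGlo luminescence gave expression; GF-AFC fluorescence gave viability.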
An asterisk follows results filed as active; i = inactive; ? = inconclusive; / = no result given; [ ] = remark or other dose. Unless noted, calls follow the shape of the dose curve; as a rule, active = well fitted curve in the direction sought with a large enough effect; inconclusive = small, poorly fitted or top-dose-only effect, or another doubt; inactive = no such curve, though single readings can be large; an effect the other way counts as inactive or inconclusive. The order is random. About 11% of those tested had a hit in this group.

SMILES | HT1080 IDH1KD tx | HT1080NT lethal | IL-1B inflam inh | SW480 rereplic | ATXN viability | KB-V1 cytotox | MCF10A rerep | KB-3-1 tox | ATXN2 expr inh
CC(C)CNC(=O)CCCc1ccccc1 | 21% | 9% | 0 | -3% | i | -8% | -1% | -3% | 38%
Cc1ccc(S(=O)(=O)N2CCC(=O)N([C@H](COCc3ccccc3)C(C)C)CC2)cc1 | 0% | 10% | 30 | / | i | ? | / | 4% | -7%
Cc1ccc(NC(=O)C2CCN(S(=O)(=O)c3c(C)n[nH]c3C)CC2)nc1 | 1% | 2% | 9 | 4% | i | -14% | -9% | 0% | -20%
O=C(CNC(=O)c1cccc(-n2cnnn2)c1)Nc1ccc(F)c(F)c1 | -1% | -5%[9.24 µM] | -2 | -43%[inhibitor] | i | -13% | 0% | 1% | -2%
COc1cc(C(=O)NC(=S)NNC(=O)c2ccc3c(c2)OCO3)cc(OC)c1OC | ? | ? | 39 | -6% | ? | ? | ? | ? | ?
COc1ccccc1CNC(=O)C(CCSC)NC(=O)C1CCC(C)CC1 (configuration not stated) | 1% | -3% | -12 | -3% | i | 4.1µM* | 4% | 5% | 4%
OCc1n[nH]c(CO)n1 | 4% | -13% | 8 | 1% | i | 21% | -24% | 0% | 5%
Cn1c(SCC(=O)N/N=C/C=C\c2ccccc2[N+](=O)[O-])nc2ccccc21 | -7% | -2% | -25 | -16% | i | 0% | 5% | 5% | -3%
CCCc1cc(C(=O)N(C2CCCCC2)C2CCCCC2)no1 | 5% | 7% | 54 | / | i | 12% | / | 11% | 4%
O=C(NCCc1nc2ccccc2[nH]1)Nc1ccccc1 | -1% | 0% | 8 | 0% | i | -24% | -1% | 14% | 91%[activator]
Cc1c(C2(O)CCCCC2)[nH]c2ccc(C#N)cc12 | -11% | 0% | 1 | 22% | i | 7% | ? | ? | -12%
CCN(CC)CCN(Cc1cc2cc3c(cc2[nH]c1=O)OCO3)C(=S)NCc1ccco1 | -9% | -18% | -63* | 0% | i | -27% | 1% | 0% | 4%
CCOc1ccc(OCC(=O)Nc2c3c(nn2C(C)(C)C)CS(=O)(=O)C3)cc1 | 2% | 5% | -3 | 5% | ? | 0% | 3% | 18% | -8%
O=C(CSc1nc2ccccc2c(=O)n1CC1CCCO1)NCC1CCCO1 (configuration not stated) | 5% | -2% | 0 | -8% | ? | -4% | 0% | 18% | 3%
Cc1ccc(C)c(S(=O)(=O)N2CCCOC2CNC(=O)C(=O)NCCc2ccco2)c1 (configuration not stated) | -13% | 1% | i | ? | i | ? | ? | -3% | -4%
CCCC(C)C(=O)Nc1nnc(C)s1 (configuration not stated) | 10% | -13% | -9 | -9% | i | -12% | -3% | 1% | 5%
CCC(C)NC(=O)CSc1ccc(Cl)cc1 (configuration not stated) | -2% | -2% | -14 | -2%[9.22 µM] | i | -4% | -3% | 0% | 8%
CC(=O)c1ccc(OCc2cc(C(=O)N3CCN(C4CCCC4)C(=O)C3)no2)cc1 | 1% | 5% | 9 | 0% | i | / | 0% | / | 43%[activator]
Cc1ccc(C(=O)CSc2nc3cccnc3n2C)cc1 | -7% | 9% | -6 | -1% | i | 0% | 3% | -2% | -4%
COCCN(Cc1ccco1)C(=O)Cn1ncc2c(=O)oc3ccccc3c21 | 0% | 8% | -4 | -5% | i | -4% | 3% | 0% | 0%
Cn1c(SCC(=O)NC2CCCc3ccccc32)nnc1C1CC1 (configuration not stated) | 5% | 4% | 4 | 29% | ? | 4% | 1% | 2% | 8%
Clc1cccc(-c2nnc3n2CCCCC3)c1 | 3% | -6% | -4 | -5% | i | -2% | -2% | -5% | -6%
NCC(O)COCCC12CC3CC(CC(C3)C1)C2 (configuration not stated) | -14% | -12% | -11 | -6%[9.22 µM] | i | 14% | -10% | 0% | -6%
Cc1nnc(SCC(=O)N2CCN(C(=O)c3ccco3)CC2)n1C | 2% | 2% | 66 | -21% | i | ? | ? | -4% | -7%
CCOc1ccc(S(=O)(=O)N2CCCCC2)cc1NC(=O)C1CSC2(C)CCC(=O)N12 (configuration not stated) | -1% | -3% | -9 | -20% | i | 0% | ? | -18% | -6%
COc1cccc(CNC(=S)NC2CC2)c1 | 19% | 11% | 1 | -4% | i | -9% | 0% | 5% | -13%
CN1CCN(C(=S)NCCc2ccccc2)CC1 | 4% | 14% | 8 | -10% | i | 3% | 2% | 0% | 23%
CCOC(=O)c1cnc2c(cnn2C)c1NCCCN(C)C | 2% | -26% | -10 | 21% | i | ? | -1% | 2% | 0%
CCOc1ccc(N2Cc3ccccc3C2)cc1 | 3% | 8% | 6 | 4% | i | ? | 6% | -2% | 50%[activator]
COc1cccc(N2CCN(C(=O)c3ccc(C)c(NC(=O)c4nsc5ccccc45)c3)CC2)c1 | / | / | / | / | i | 2% | / | 0% | 10%
CCOC(=O)c1cnc2cc(-c3ccc(Cl)cc3)nn2c1-c1ccccc1 | / | / | / | / | i | -13% | / | -8% | 10%
COc1ccc(CCNC(=O)C(=O)NCC2OCCN2S(=O)(=O)c2ccc(Br)cc2)cc1 (configuration not stated) | 0% | -11% | 0 | 12% | i | -7% | 10% | -3% | -1%
CC(=O)N1c2ccc(S(=O)(=O)N3CCCC3C(=O)Nc3ccc(C)cc3)cc2CC1C (configuration not stated) | -5% | 0% | 48 | 0% | i | -17% | -1% | -16% | -5%
CC(C)Cn1c(N)c(C(=O)CSc2ccc3c(c2)OCCO3)c(=O)n(C)c1=O | ? | -15% | -8 | 3% | i | ? | 22% | ? | ?
Cc1cccc(C)c1NC(=O)CSCC(=O)O | 0% | -3% | 10 | 2% | i | ? | -13% | 8% | 3%
C=CCNC(=O)c1ccc(N(CC=C)S(C)(=O)=O)cc1 | 15% | 16% | 19 | -6% | i | 26% | 0% | 3% | -3%
Cc1ccc(S(=O)(=O)N2CCCc3cc(NC(=O)c4ccc(Cl)cc4)ccc32)cc1 | / | / | / | / | ? | 13% | / | -23% | 4%
Oc1ccc2c(c1)oc1cc(O)ccc12 | ? | ? | -16 | -9% | ? | ? | 23% | 9% | 28%
CN(C(=O)CSc1nnc(-c2ccc([N+](=O)[O-])cc2)o1)C1CCCCC1 | / | / | / | / | i | -7% | / | 19% | -2%
O=C(CSc1ccc(-c2ccc(Cl)cc2)nn1)Nc1ccc2c(c1)OCCO2 | 1% | 3% | 18 | -8% | ? | ? | 8% | 8% | 4%
O=C(c1ccc(Br)cc1)N1CCN(S(=O)(=O)c2ccccc2)CC1 | 7% | 7% | -11 | -14% | i | 9% | 2% | 13% | 2%
CCOc1ccc(CN2CCN(CCCn3cccn3)CC2CCO)cc1 (configuration not stated) | 0% | -2% | 1 | 6% | i | 10% | -1% | -3% | /
CCCOc1ccc(C2C(=O)N(C3CCCCC3)CC(=O)N2CCC)cc1OC (configuration not stated) | -13% | 4% | -15 | 0% | i | 0% | -26% | 0% | -11%
CCOC(=O)C1=C(COC(=O)c2ccccc2OC(F)F)NC(=O)NC1C (configuration not stated) | -1% | 2% | 0 | 3% | i | -3% | 0% | 4% | -7%
O=C(O)C1=CCC=CC1C(=O)O (configuration not stated) | -3% | -2% | -17 | / | i | 16% | / | -4% | /
COc1cc(CNC(=O)c2ccc3nc(Cc4ccccc4)oc3c2)cc(OC)c1OC | / | / | / | / | ? | -4% | / | 26µM* | ?
O=C(NCc1cccs1)C1C(=O)Nc2ccccc2C(=O)N1Cc1ccccc1 (configuration not stated) | -2% | -1% | 7 | / | / | -10% | / | -6% | /
CC(C)OC(=O)c1c(NS(=O)(=O)c2ccccc2)sc2c1CCCC2 | ? | -16% | 0 | 1% | i | -25% | -1%[9.22 µM] | ? | -18%
CN(C)S(=O)(=O)c1cccc(-c2csc(N/N=C/c3ccco3)n2)c1 | -10% | -6% | -5 | 10% | i | 2% | -6% | -1% | -5%
CCOC(=O)C(C)NC(=O)Cn1ncc2c(=O)oc3ccc(C)cc3c21 (configuration not stated) | 8% | -1% | 4 | -11% | i | 0% | 0% | 13% | -5%
CC(=O)Nc1ccc(N2C(=O)CSC2c2ccc([N+](=O)[O-])cc2)cc1 (configuration not stated) | 11% | 6% | 10 | 0% | i | 5% | 1% | 2% | 13%
CCN(C(=O)c1cn(CC)c(=O)c2cc(OC)c(OC)cc12)c1ccc(C)c(C)c1 | / | / | / | / | i | -16% | / | 19% | -13%
CC(=O)c1cccc(NC(=O)CCc2c(C)nc3nc(CN)nn3c2C)c1 | / | / | / | / | i | -10% | / | 8% | 6%
O=S(=O)(O/N=C1\CCCc2ccccc21)c1ccccc1 | 8% | 8% | 12 | -1%[9.22 µM] | i | 5% | 0% | -9% | 1%
COc1ccc(CNC(=O)C[C@H]2C(=O)N(C3CCCCC3)C[C@@H]2Cc2ccccc2)cc1 | 12% | 14% | 10 | -3% | i | ? | 2% | ? | 8%
CCC(C)NC(=O)CSc1nnc(-c2ccc(Cl)cc2)n1N (configuration not stated) | -2% | 1% | 21 | 4% | i | 20% | 22% | 0% | -24%
Cc1sc2nc(CSCC(=O)N3CC(C)OC(C)C3)[nH]c(=O)c2c1C (configuration not stated) | -4% | -4% | 11 | -1% | i | -27% | 0% | 4% | -1%
Cn1c(-c2ccc(F)cc2)cnc1SCC(=O)Nc1ccccc1 | ? | -11% | -7 | 1% | ? | ? | 11% | 1% | -25%

With a hit mark in IL-1B inflam inh (from the list above):
canonical_smiles	IL-1B inflam inh	SW480 rereplic
CCN(CC)CCN(Cc1cc2cc3c(cc2[nH]c1=O)OCO3)C(=S)NCc1ccco1	-63*	0%

High-throughput results: PubChem, National Center for Advancing Translational Sciences (NCATS)
